HCV inhibitor: HCV inhibition; Potency, µM (doses to about 41.8 µM), without a hit: top-dose activity change, negative = inhibition, most hits filed as inhibitors; 340,000 tested, 3.4% active; Huh7.5.1 HCVcc-Cre infection, luciferase reporter, 44 h; AID 651820; also: potency is read from the fitted curve at half-maximal effect
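Infectious HCVcc-Cre (~0.5 moi) was added to cells just after compound, with cells seeded 4 h earlier at 1,000 per well. Luciferase activity after 44 h culture reported infection; substrate was incubated 15 min at room temperature before reading.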
HCMV inh: inhibitors of human cytomegalovirus | HFF cells, HCMV-luciferase reporter, 72 h; stronger effect = lower value | activity change, negative = inhibition, % at 57.5 µM | 410,000 tested, 4.5% active | AID 1259415; in the data active = activity change below about -60%; inconclusive = no clear call, values can overlap the other calls; inactive = above about -39%
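Steps: HFFs plated, 16 h 37C; compounds added; HCMV-luciferase added to MOI 1 PFU/cell; 72 h 37C; OneGlo reagent, 5 min room temperature; luminescence read, normalized to controls.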
Sm TGR block: S. mansoni TGR enzyme inhibition; Q962Y6; purified TGR, DTNB reduction, TNB absorbance 405 nm; Potency, µM (doses to about 114 µM), inactives show at the highest dose activity change, negative = inhibition, hits mostly inhibitors; 360,000 tested, 3% active; also: potency is read from the fitted curve at half-maximal effect; nearly all actives have a fitted effect of over 60% in size
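Kinetic colorimetric format: TGR-catalysed, NADPH-driven DTNB reduction monitored via TNB absorbance. Enzyme dispensed at 20 nM; compound exposure 15 min at room temperature before reaction start.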
AMA1 RON2 block: disrupts binding of P. falciparum AMA1 to RON2 | AlphaScreen AMA1-biotinylated RON2 peptide binding | Potency, µM (top dose mostly 58.2 µM), inactives show at the highest dose activity change, negative = inhibition, actives largely listed as inhibitors | 360,000 tested, 0.2% active;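 also: potency is read from the fitted curve at half-maximal effect; 0% = vehicle wells and -100% = peptide control; nearly all actives have a fitted effect of over 45% in size; some results filed as inactive show a strong effect at the top dose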
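AMA1 (3D7) with his tag at 25 nM final met compounds first, then biotinylated RON2 peptide at 25 nM; detection used donor plus acceptor beads, 10 µg/mL apiece, read by AlphaScreen after 30 min at room temperature.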
AmpC inh detg: AmpC beta-lactamase inhibition with detergent present. P00811. AmpC hydrolysis of nitrocefin, absorbance 480 nm, 0.01% Triton. Potency, µM (titrated, usually from 114 µM), for the others: at the top dose activity change, negative = inhibition, actives largely listed as inhibitors. 370,000 tested, 0.041% active. AID 485294;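 also: potency is read from the fitted curve at half-maximal effect; 0% = no-compound wells and -100% = no-enzyme wells; nearly all actives have a fitted effect of over 25% in size; some results filed as inactive show a strong effect at the top dose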
Target sequence (P00811 whole entry, looked up): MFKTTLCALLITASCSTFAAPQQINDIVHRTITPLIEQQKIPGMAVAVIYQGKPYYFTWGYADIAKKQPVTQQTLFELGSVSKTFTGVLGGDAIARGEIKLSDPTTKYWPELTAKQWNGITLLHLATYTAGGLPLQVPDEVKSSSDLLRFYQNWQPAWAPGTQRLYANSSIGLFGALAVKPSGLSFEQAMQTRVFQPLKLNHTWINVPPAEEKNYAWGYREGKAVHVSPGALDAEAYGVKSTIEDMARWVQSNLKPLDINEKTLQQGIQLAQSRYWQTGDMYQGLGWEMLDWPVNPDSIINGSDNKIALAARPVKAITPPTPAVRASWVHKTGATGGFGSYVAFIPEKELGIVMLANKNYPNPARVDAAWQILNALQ
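20 mM phosphate pH 7.0 + 0.01% (detergent screen) or 0.0001% Triton X-100; 5.3 nM AmpC reagent; cpd preinc 15 min RT; nitrocefin (800 uM stock) to start; A480 q20 s × 4 min; Activity was normalised to no-enzyme and no-compound control wells.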
Giardia FBPA inh: blocks Giardia fructose-bisphosphate aldolase activity; A8B2U2; purified Giardia FBPA; Potency, µM (doses to about 59.6 µM), for inactives: top-dose activity, negative = inhibition, usual class: inhibitors; 290,000 tested, 0.71% active; AID 2451; also: potency is read from the fitted curve at half-maximal effect; nearly all actives have a fitted effect of over 55% in size
Target sequence (A8B2U2 whole entry, looked up): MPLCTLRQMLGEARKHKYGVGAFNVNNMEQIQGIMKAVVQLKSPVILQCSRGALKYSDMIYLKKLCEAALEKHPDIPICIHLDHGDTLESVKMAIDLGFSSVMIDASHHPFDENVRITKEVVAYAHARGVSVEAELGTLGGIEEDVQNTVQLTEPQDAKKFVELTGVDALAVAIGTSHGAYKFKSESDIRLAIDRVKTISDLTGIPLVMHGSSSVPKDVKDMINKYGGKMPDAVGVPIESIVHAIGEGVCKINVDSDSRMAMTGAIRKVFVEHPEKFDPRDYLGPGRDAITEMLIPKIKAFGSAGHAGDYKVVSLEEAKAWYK
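40 nM FBPA preincubated 10 min at RT with compound (up to 57.5 uM final), then substrate plus GAPDH/TPI/NAD/arsenate coupling and diaphorase/resazurin added. Fluorescence read after 20 min at RT, 525/598 nm.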
The depositor's hits bear a star; ? = inconclusive; . = no result given; & = joins results of further samples; [ ] = dose if it differs, or a comment. Unless noted, calls follow the shape of the dose curve; as a rule, active = well fitted curve in the direction sought with a large enough effect; inconclusive = small, poorly fitted or top-dose-only effect, or another doubt; inactive = no such curve, though single readings can be large; an effect the other way counts as inactive or inconclusive. Unless noted, % is scaled to controls: 0 for no effect and ±100 for the full control effect.

SMILES	HCV inhibitor	HCMV inh	Sm TGR block	AMA1 RON2 block	AmpC inh detg	Giardia FBPA inh
CN(C(=O)CSc1nc2ccccc2n1CC(=O)N(C)C1CCCCC1)c1ccccc1	.	-9	-2%	.	12%	.
COc1cn(CC(=O)Nc2c(C)cc(C)cc2C)c(CN2CCCCC2)cc1=O	.	-18	-1%	.	0%	.
O=C1CCCCC1CCc1ccncc1 (configuration not stated)	1%	19	.	-2%	.	.
OCC1(CCOc2ccccc2)CCN(C2Cc3ccccc3C2)CC1	-2%	-37	?	13%	13%	-1%
CC(NC(=O)C1CCCC1)c1ccc2c(c1)OCCO2 (configuration not stated)	-9%	29	0%	5%	?	-2%
Cc1cccc(OCCN2CSC(=S)N(C)C2)c1	11%	-2	0%	30%	-16%	1%
S=C(c1ccc2c(c1)OCO2)N1CCCCCC1	-27%	11	-23%	4%	-2%	5%
CCN(CC)c1ccc(NC(=O)CN(C)S(=O)(=O)c2cccc3nsnc23)c(C)c1	.	-67*	-14%	.	1%	.
CCOCc1nnc(NC(=O)c2ccco2)s1	21%	15	-1%	2%	-11%	3%
O=C(CCN1C(=O)c2ccccc2C1=O)N(CCO)Cc1ccccc1	-8%	-33	1%	-2%	3%	2%
C=C(CCC(=O)c1ccccc1)C(=O)c1ccccc1	?	-81*	45µM*	-8%[2.32 µM]	-20%	5%
CCn1c(SCC(=O)N/N=C/C=C/c2ccco2)nc2ccccc21	5%	28	14µM*	29%	-2%	-30%
CSc1nc(Cl)cc(Nc2ccc(O)cc2)n1	?	-12	-9%	0%	0%	-3%
COc1ccc(-c2cc(C(=O)Nc3ccc(C)cc3)no2)cc1	23%	43	0%	1%	-1%	6%
CCCCOc1ccc(-c2nnn(CC(=O)c3c[nH]c4ccccc34)n2)cc1	7%	-24	5%	-8%	-9%	.
Cc1cc(C)cc(NC(=O)N2CCCN(c3c(Cl)cncc3Cl)CC2)c1	10%	-3	2%	-2%	-3%	0%
CCC(C(=O)Nc1ccc(N2CCOCC2)c(S(=O)(=O)Nc2ccccc2OC)c1)c1ccccc1 (configuration not stated)	?	-81*	.	-14%	.	.
CC1CN(C(=S)Nc2ccc(Br)cc2Cl)CC(C)O1 (configuration not stated)	5%	-10	-11%	-9%	1%	.
CN(C)CCn1c(SCc2ccccc2C#N)nc2c(sc3ccccc32)c1=O	-8%	-67*	-7%	-5%	-4%	-8%
COc1ccc(/C=C/C(=O)OCC(=O)NC2CCCC(C)C2C)c(OC)c1 (configuration not stated)	3%	4	.	-1%	.	.
Nn1c(SCC(=O)Nc2ccc(F)cc2F)nnc1C1CCCCC1	12%	18	3%	?	8%	-3%
CCCNC(=O)C1CCN(c2ccc(S(=O)(=O)N3CCOCC3)cc2Cl)CC1	7%	38	3%	-4%	-13%	2%
O=C(CSc1nc2ccccc2c(=O)n1-c1ccccc1Cl)NC1CCS(=O)(=O)C1 (configuration not stated)	7%	-9	0%	0%	1%	.
CC(Oc1cccc(NC(=O)c2cccs2)c1)C(=O)c1ccccc1 (configuration not stated)	?	?	.	-15%	3%	-6%
O=c1c2sc3ccccc3c2n(Cc2cccc(Cl)c2)c(=O)n1Cc1ccccc1	.	?	2%	.	-3%	.
O=C1c2ccccc2C(=O)N1CCC(c1ccccc1)c1ccco1 (configuration not stated)	-18%	-2	?	5%	-4%	9%
Cc1ccc(CNS(=O)(=O)NCc2ccccc2)cc1	6%	-19	1%	-5%	-6%	5%
Cc1ccccc1Cn1c2ccccc2c2cnn(CC(=O)NCCCN3CCOCC3)c(=O)c21	-5%	-35	-16%	-2%	2%	7%
O=S(=O)(Nc1ccc(N2CCCCC2)cc1)c1cccs1	-17%	-1	2%	-9%	?	-1%
CCOC(=O)c1scc(-c2ccc(C)cc2)c1S(=O)(=O)N1CCN(c2ccccc2)CC1	.	-21	1%	.	21%	.
Nc1c(C(=O)O)cnn1-c1ccc([N+](=O)[O-])cc1	16%	12	5%	6%	2%	1%
CCOc1c(Nc2ccc(C(C)C)cc2)c(=O)c1=O	18%	6	0%	-6%	7%	1%
N#Cc1c(N)nc2c3c(sc(=N)c2c1N)NC(=O)CC3c1ccccc1Cl (configuration not stated)	?	17	4%	97%[activator]	0%	6%
CCN(CC)S(=O)(=O)c1cccc(NC(=O)COC(=O)c2cccs2)c1	0%	8	9%	-7%	-9%	5%
Cc1ccc(C(=O)Nc2sc3c(c2C(=O)O)CCCCC3)o1	11%	41	-12%	0%	-14%	15%
O=C(CCNS(=O)(=O)c1ccc(OC(F)(F)F)cc1)N1CCN(S(=O)(=O)c2cccc(F)c2)CC1	-23%	?	7%	-4%	-15%	.
Cc1cccc(N2CCN(c3ccc(NC(=O)/C=C(/C(=O)O)c4ccccc4)cc3)CC2)c1	-5%	-3	1%	-28%	?	-10%
Cn1nnnc1SCC(=O)Nc1ncc(C(F)(F)F)cc1Cl	-2%	18	.	-9%	.	.
O=C(Cn1nnc(-c2ccccc2F)n1)Nc1ccc2c(c1)OCCO2	2%	43	-4%	3%	-4%	-8%
CC(C)N(Cc1ccccc1)C(=O)COC(=O)c1ccc(O)cc1	?	4	-6%	16%	-14%	.
COc1ccc(Cc2c(O)nc[nH]c2=O)cc1	20%	20	5%	-4%	3%	-8%
O=C(Nc1nc2ccccc2[nH]1)c1ccccc1O	13%	-6	2%	116%[activator]	0%	8%
O=C(Nc1ccc(Br)cn1)c1cccc(S(=O)(=O)N2CCCC2)c1	?	-3	.	-4%	.	.
Cn1cccc1-c1cc(C(=O)N/N=C/c2ccc(Cl)cc2)[nH]n1	?	1	-5%	9%	?	8%
CCCC12CN(C(=O)c3ccco3)CC(CCC)(CN(C(=O)c3ccco3)C1)C2=O	14%	1	-8%	10%	-13%	9%
Cc1cccc(N2CCN(S(=O)(=O)c3c(C)nc4scc(C)n4c3=O)CC2C)c1 (configuration not stated)	?	-26&-24	-5%&-13%	0%	-4%&4%	9%
COc1cc(CCCN2C(=O)C(=O)NC[C@H]2Cc2cccc3ccccc23)cc(OC)c1OC	19%	?	.	6%	.	.
Cc1nc(-n2ncc(C#N)c2N)c2c3c(sc2n1)CCC3	?	-17	0%	13%	?	-7%
Clc1cccc(C2=NC(c3cccs3)=Nc3ccc(Br)cc3N2)c1	.	17	5%	.	6%	.
COC(=O)c1ccccc1OCCCOc1ccc(C)cc1OC	.	.	36%	.	-2%	4%
CCN(CC)S(=O)(=O)c1cc([N+](=O)[O-])ccc1N=Nc1c(O)[nH]c2ccccc12	?	18	-1%	2%	-4%	2%
CCOC(=O)N1CCN(C(=O)COc2ccc(S(=O)(=O)NC3CCCCC3)cc2C)CC1	0%&-18%	-8	0%	0%	-14%	-3%
Cc1ccc(-n2nnnc2SCC(=O)Nc2sccc2C#N)cc1	10%	64	-6%	-4%	?	4%
Cc1cc(C)c2cc(C#N)c(N3CCCN(C(=S)NCCCN(C)C)CC3)nc2c1	11µM*	13	?	-3%	-4%	-4%
CCOc1ccccc1NC(=O)CSc1nnc(NC(=O)c2ccco2)s1	13%	5	6%	-7%	2%	1%
COc1ccc(S(=O)(=O)N2CCOCC2)cc1NC(=O)COC(=O)C1CC2CCCC(C1)C2=O (configuration not stated)	10%	8	-16%	-6%	-4%	.
COc1ccc(-c2[nH]ncc2CN(C)CC2CCCCO2)cc1F (configuration not stated)	15%	5	5%	11%	7%	2%
CCc1nc(SCC(=O)O)c(C#N)cc1C	-4%	1	-16%	-2%	6%	19%
COc1cc(C2NC(=O)C(C#N)=C(S)N2c2ccc(C)cc2)ccc1OC(C)C (configuration not stated)	28%	9	4%	2%	6%	-26%

For convenience, part of the list above:
SMILES	HCV inhibitor	HCMV inh	Sm TGR block	AMA1 RON2 block	AmpC inh detg	Giardia FBPA inh
O=C(Cn1nnc(-c2ccccc2F)n1)Nc1ccc2c(c1)OCCO2	2%	43	-4%	3%	-4%	-8%
CC(C)N(Cc1ccccc1)C(=O)COC(=O)c1ccc(O)cc1	?	4	-6%	16%	-14%	.
COc1ccc(Cc2c(O)nc[nH]c2=O)cc1	20%	20	5%	-4%	3%	-8%
O=C(Nc1nc2ccccc2[nH]1)c1ccccc1O	13%	-6	2%	116%[activator]	0%	8%
O=C(Nc1ccc(Br)cn1)c1cccc(S(=O)(=O)N2CCCC2)c1	?	-3	.	-4%	.	.
Cn1cccc1-c1cc(C(=O)N/N=C/c2ccc(Cl)cc2)[nH]n1	?	1	-5%	9%	?	8%
CCCC12CN(C(=O)c3ccco3)CC(CCC)(CN(C(=O)c3ccco3)C1)C2=O	14%	1	-8%	10%	-13%	9%
Cc1cccc(N2CCN(S(=O)(=O)c3c(C)nc4scc(C)n4c3=O)CC2C)c1 (configuration not stated)	?	-26&-24	-5%&-13%	0%	-4%&4%	9%
COc1cc(CCCN2C(=O)C(=O)NC[C@H]2Cc2cccc3ccccc23)cc(OC)c1OC	19%	?	.	6%	.	.
Cc1nc(-n2ncc(C#N)c2N)c2c3c(sc2n1)CCC3	?	-17	0%	13%	?	-7%
Clc1cccc(C2=NC(c3cccs3)=Nc3ccc(Br)cc3N2)c1	.	17	5%	.	6%	.
COC(=O)c1ccccc1OCCCOc1ccc(C)cc1OC	.	.	36%	.	-2%	4%
CCN(CC)S(=O)(=O)c1cc([N+](=O)[O-])ccc1N=Nc1c(O)[nH]c2ccccc12	?	18	-1%	2%	-4%	2%
CCOC(=O)N1CCN(C(=O)COc2ccc(S(=O)(=O)NC3CCCCC3)cc2C)CC1	0%&-18%	-8	0%	0%	-14%	-3%
Cc1ccc(-n2nnnc2SCC(=O)Nc2sccc2C#N)cc1	10%	64	-6%	-4%	?	4%
Cc1cc(C)c2cc(C#N)c(N3CCCN(C(=S)NCCCN(C)C)CC3)nc2c1	11µM*	13	?	-3%	-4%	-4%
CCOc1ccccc1NC(=O)CSc1nnc(NC(=O)c2ccco2)s1	13%	5	6%	-7%	2%	1%
COc1ccc(S(=O)(=O)N2CCOCC2)cc1NC(=O)COC(=O)C1CC2CCCC(C1)C2=O (configuration not stated)	10%	8	-16%	-6%	-4%	.
COc1ccc(-c2[nH]ncc2CN(C)CC2CCCCO2)cc1F (configuration not stated)	15%	5	5%	11%	7%	2%

Screens as filed in PubChem.
